Screening data from PubChem.
NPSR antagonist: blocks cAMP signaling of the human neuropeptide S receptor. Q6W5P4. CHO-NPSR cells, cAMP TR-FRET, antagonist mode. Potency, µM (top dose mostly 38.3 µM), inactives show at the top dose activity change, negative = inhibition, usual class: inhibitors. actives 1% (n = 220,000). AID 1461; further: potency means the concentration at half of the fitted maximal effect; on the % scale 0 is the no-effect control and ±100 the full control effect; nearly all actives have a fitted effect of over 50% in size; many of its hits are not listed in these tables
CBFb-RUNX1 inh: inhibitors of human CBF-beta and RUNX1 interaction; Q01196+Q13951; AlphaScreen CBFb-His/RUNX1-biotin binding, biochemical; Potency, µM (highest dose often 59.8 µM), for inactives: at the top dose activity, negative = inhibition, usual class: inhibitors; 230,000 tested, under 10 active; AID 1477; further: % of control where 0% means no effect
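CBF-beta (His) and RUNX1 (biotin), 30 nM each; 20 min preassociation; + compound, 15 min; + beads 50 ng each (Ni, streptavidin), 90 min; RT; AlphaScreen read.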
TR SRC2 fluor cs: counter-screen for TRb-SRC2 inhibitors: fluorescence interference; TRb/SRC2 Texas Red total fluorescence interference; Potency, µM (series often up to 106 µM), inactives show top-dose fluorescence change, negative = quenching; actives 0.29% (n = 280,000); AID 1479; active means well fitted curve in either direction with a large enough effect; inconclusive means small, poorly fitted or top-dose-only effect; further: potency means the concentration at half of the fitted maximal effect; on the % scale 0 is the no-effect control and ±100 the full control effect
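Human TRβ ligand-binding domain (0.6 uM) and Texas Red SRC2 peptide (20 nM) in Tris buffer with 1 uM T3 and 5% DMSO were incubated with pinned compound for 5 hr at ambient temperature. Total fluorescence was computed as S + 2P (555/632 nm).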
TRb SRC2 PPI: TRbeta-SRC2 interaction inhibition | P10828 | TRbeta-SRC2 peptide binding, fluorescence polarization; receptor liganded with 1 µM T3 | Potency, µM (highest dose often 106 µM), for the others: at the top dose activity change, negative = inhibition, hits mostly inhibitors | actives 0.065% (n = 280,000) | AID 1469;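 further: potency means the concentration at half of the fitted maximal effect; plate controls were bound peptide for no effect and peptide without receptor for full effect; nearly all actives have a fitted effect of over 50% in size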
Target sequence (P10828 whole entry, looked up): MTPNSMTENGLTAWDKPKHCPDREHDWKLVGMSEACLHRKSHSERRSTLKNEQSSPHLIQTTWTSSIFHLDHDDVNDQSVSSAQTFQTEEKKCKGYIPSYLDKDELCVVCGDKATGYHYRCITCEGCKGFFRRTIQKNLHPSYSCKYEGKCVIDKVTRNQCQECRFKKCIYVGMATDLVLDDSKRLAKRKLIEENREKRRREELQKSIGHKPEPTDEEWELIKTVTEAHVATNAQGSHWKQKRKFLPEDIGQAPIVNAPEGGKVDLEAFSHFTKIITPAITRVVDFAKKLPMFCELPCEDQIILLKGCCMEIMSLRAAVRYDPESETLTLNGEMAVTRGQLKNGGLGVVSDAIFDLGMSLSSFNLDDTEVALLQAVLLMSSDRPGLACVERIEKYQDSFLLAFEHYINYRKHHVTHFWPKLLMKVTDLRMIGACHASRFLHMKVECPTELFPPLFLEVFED
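Binding of a 20-amino-acid Texas Red SRC2 peptide (20 nM) to TRb ligand-binding domain (0.6 uM) with agonist T3 at 1 uM was followed by fluorescence polarization after a 5 hr room-temperature incubation.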
aGal spleen mod: inhibitors or activators of human alpha-galactosidase in spleen homogenate; actives 0.008% (n = 240,000); AID 2107; Potency, µM (highest dose often 80 µM), for the others: at the highest dose activity change, negative = inhibition, actives largely listed as inhibitors; P06280; human spleen homogenate, 4MU-alpha-Gal fluorescence, 40 min;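 further: potency means the concentration at half of the fitted maximal effect; 0% = enzyme with vehicle and -100% = no enzyme basal signal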
Target sequence (P06280 32-429 limits assumed): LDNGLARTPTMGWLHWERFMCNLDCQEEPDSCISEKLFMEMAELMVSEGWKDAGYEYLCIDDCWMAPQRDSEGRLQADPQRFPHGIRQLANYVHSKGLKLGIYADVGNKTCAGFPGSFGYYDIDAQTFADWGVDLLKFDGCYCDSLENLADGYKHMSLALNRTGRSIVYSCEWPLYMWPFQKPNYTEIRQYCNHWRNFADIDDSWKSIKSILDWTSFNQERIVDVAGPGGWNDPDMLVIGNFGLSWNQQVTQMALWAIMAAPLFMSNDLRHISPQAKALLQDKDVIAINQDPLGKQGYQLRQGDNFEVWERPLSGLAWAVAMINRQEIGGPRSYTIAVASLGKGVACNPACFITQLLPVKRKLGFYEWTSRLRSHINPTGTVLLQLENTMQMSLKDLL
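Inhibition or activation of alpha-galactosidase in human spleen homogenate is scored by 4-MU fluorescence after 40 min at 37C, pH 5.0, with 1 mM substrate. AC50s come from concentration-response fitted to the Hill equation.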
Tau FP inhib: inhibitors of human tau fibril formation | actives 0.39% (n = 280,000) | K18 P301L tau heparin fibrillization, Alexa594 FP, 6 h | P10636 | Potency, µM (doses to about 57.7 µM), inactives show at the top dose activity, negative = inhibition, usual class: inhibitors; further: potency means the concentration at half of the fitted maximal effect; on the % scale 0 is the no-effect control and ±100 the full control effect; nearly all actives have a fitted effect of over 55% in size
Target sequence (P10636 561-689 P618L limits assumed): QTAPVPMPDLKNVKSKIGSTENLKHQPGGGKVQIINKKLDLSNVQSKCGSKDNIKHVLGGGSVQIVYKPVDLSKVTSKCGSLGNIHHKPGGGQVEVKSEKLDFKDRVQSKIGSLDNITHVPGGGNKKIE
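Heparin (20 uM) drove fibril formation of recombinant tau K18 P301L, 15 uM unlabeled with 0.24 uM Alexa 594 label, for 6 hr at 37 C in 100 mM sodium acetate pH 7. Fluorescence polarization (555/632 nm) read 1 hr after 30 uM ThT.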
Tau fluor cs: counter-screen for tau fibril formation inhibitors; tau K18 P301L (four-repeat tau fragment) Alexa594 fluorescence, heparin fibrillization; Potency, µM (doses to about 57.7 µM), for inactives: at the highest dose activity change, negative = decrease; actives 0.93% (n = 280,000); further: potency means the concentration at half of the fitted maximal effect; on the % scale 0 is the no-effect control and ±100 the full control effect; nearly all actives have a fitted effect of over 55% in size
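Human K18 P301L tau (15 uM unlabeled plus 0.24 uM Alexa 594-labeled, final) in 100 mM sodium acetate pH 7 was mixed with compound and 20 uM heparin and incubated 6 hr at 37 C.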
Epigenetic derep: epigenetic control regulation, reporter derepression | actives 0.2% (n = 280,000) | murine LDR cells, GFP reporter derepression, 30 h | Potency, µM (highest dose often 53.9 µM), inactives show top-dose GFP activation, hits mostly activators; further: potency means the concentration at half of the fitted maximal effect; % of control where 0% means no effect; nearly all actives have a fitted effect of over 60% in size
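Murine LDR cells bearing a silenced CMV-driven GFP reporter were exposed to compound for 30 h at 37 C. After PBS washes, GFP-positive cells (20-120 um objects) counted by laser-scanning microplate cytometry.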
An asterisk follows results filed as active; ? = inconclusive; nt = no result given; [ ] = remark or other dose. Unless noted, the call rests on the fitted dose curve; in most records, active means well fitted curve in the direction sought with a large enough effect; inconclusive means small, poorly fitted or top-dose-only effect, or another doubt; inactive means no such curve, though single readings can be large; an effect the other way counts as inactive or inconclusive.

SMILES | NPSR antagonist | CBFb-RUNX1 inh | TR SRC2 fluor cs | TRb SRC2 PPI | aGal spleen mod | Tau FP inhib | Tau fluor cs | Epigenetic derep
Cc1ccc(C)c(N2CCN(C(=O)c3cnn(C(C)(C)C)c3C3CCN(C(=O)OC(C)(C)C)CC3)CC2)c1 | nt | nt | -7% | 5% | nt | 0% | -11% | -0.4%
C[C@@H]1CCC2C(C)(C)C3CC21CC[C@@]3(C)O (stereo not given in full) | nt | -23% | 0% | 2% | 0% | -4% | -14% | -1.1%
CCn1c(=O)cc(OCC(=O)N2CCN(c3cccc(C)c3C)CC2)c2ccccc21 | nt | nt | ? | -1% | nt | 0% | -13% | -3.5%
CC(C)CCNC(=O)c1ccc(NC(=O)N2CCCCc3ccccc32)cc1 | nt | nt | 6% | 4% | nt | -1% | -9% | 0.0%
COc1ccccc1CNC(=O)c1ccc(N2CCCC2)c(NC(=O)NCc2ccc(C)cc2)c1 | nt | nt | 0% | -6% | nt | 11% | -15% | 0.7%
COc1ccccc1NC(=O)c1ccc(-c2ccccc2F)o1 | -27%[46.1 µM] | 20% | 4% | -1% | -7% | -3% | -11% | 0.0%
C=C(C)c1cccc(C(C)(C)NC(=O)N2CCCC(C(N)=O)C2)c1 (stereo not given) | 4%[46.1 µM] | 0% | 2% | -7% | 1% | 0% | 3% | -1.0%
COc1ccc(C2CC(c3cccs3)=NN2C(=O)c2ccc(Br)o2)cc1 (stereo not given) | -53% | -3% | -4% | -14% | -1% | -10% | -18% | 0.0%
OCC(CBr)(CBr)CBr | nt | 10%[21.7 µM] | 1% | 3% | 3% | nt | nt | nt
Cc1cc(NC(=O)C2CC2)ncc1NC(=O)C12CC3CC(CC(C3)C1)C2 | -3%[46.1 µM] | 5% | 0% | -11% | -3% | 6% | -2% | 1.1%
C/C(CC(=O)Nc1cc(C)cc(C)c1)=N\NC(=O)c1ccccn1 | 10% | -24% | -6% | 9% | 3% | 8% | -4% | 0.0%
C=CCc1ccc(OCCN2CCc3ccccc3C2)c(OC)c1 | -24% | -10% | -1% | -1% | -7% | 0% | -1% | 0.1%
Cc1nc(-c2ccccc2)sc1-c1nc(-c2ccccc2)ncc1S(=O)(=O)c1ccccc1 | 16%[46.1 µM] | 7% | 1% | 2% | 5% | -3% | -20% | 1.0%
O=C(NCCN1CCOCC1)C1(C(F)(F)F)C/C(=C\CCO)CCCO1 (stereo not given) | nt | 20% | -4% | 12% | 9% | nt | nt | nt
CN(CCn1ccnc1)Cc1cn(Cc2ccccc2)nc1-c1ccc2c(c1)OCO2 | -5% | -2% | 2% | 3% | -2% | 9% | -5% | 0.0%
Cc1ccc(S(=O)(=O)Nc2cc(S(=O)(=O)N3CCCCC3)ccc2N2CCOCC2)cc1 | 9% | 10% | -3% | 2% | -11% | 4% | -3% | -5.1%
COc1ccc(NCc2nnc(SCc3ccccc3)n2-c2ccc(OC)cc2)cc1 | ? | -24% | -1% | 3% | 1% | 10% | -16% | 0.0%
CCOC(=O)C(=Cc1cc(=O)c(OC)co1)C(=O)OCC | ? | 11% | 0% | -8% | 1% | ? | 4% | 3.2%
COC(=O)c1ccc(CSc2nc(C(F)(F)F)c3c(c2C#N)CCC3)o1 | ? | 20% | -2% | -1% | 10% | -2% | 4% | 0.0%
CCC(C)(C)NC(=O)c1ccc(S(=O)(=O)N2CCCCCC2)cc1 | -4% | 1% | 1% | 3% | 2% | -5% | -7% | -4.2%
O=c1oc2ccccc2c(NCc2ccccc2)c1[N+](=O)[O-] | 8% | -18% | -1% | 7% | 2% | -7% | -10% | -1.5%
O=C(NCCCN1CCOCC1)c1ccc(Sc2cccc(Cl)c2)c([N+](=O)[O-])c1 | 0% | -7% | -1% | -8% | 0% | ? | ? | 0.9%
O=C(c1ccc(F)cc1)C1CCN(C(=O)Nc2ccc(F)cc2)CC1 | -5%[46.1 µM] | -1% | 1% | -7% | -15% | -8% | -7% | 0.0%
C=CCSc1nc2c(c(=O)n(C)c(=O)n2C)n1CC | -11%[46.1 µM] | 1% | 0% | 0% | -1% | 9% | 8% | -1.0%
Cc1cc(C)c(C#N)c(Nc2ccc3c(c2)OCCO3)n1 | -5%[46.1 µM] | 6% | -4% | -2% | 7% | 10% | -13% | -0.2%
Additional structures.
SMILES | NPSR antagonist | CBFb-RUNX1 inh | TR SRC2 fluor cs | TRb SRC2 PPI | aGal spleen mod | Tau FP inhib | Tau fluor cs | Epigenetic derep
Fc1ccc(/C=C2\CCCC3=C2NC(=S)NC3c2ccc(F)cc2)cc1 (stereo not given) | -2% | -8% | 0% | -5% | -2% | ? | -16% | -0.9%
CC1CCc2cc(F)ccc2N1C(=O)CSc1nnc2c3ccccc3n(C)c2n1 (stereo not given) | -17%[46.1 µM] | -1% | -2% | 0% | -6% | -3% | -9% | -0.3%
O=C(COc1ccc(S(=O)(=O)NC2CCCCC2)cc1Cl)NCC1CCCO1 (stereo not given) | -20%[46.1 µM] | 5% | 1% | 8% | 10% | 5% | 0% | -19%
NC(=O)CSc1nnc(C2CC2)n1-c1ccccc1 | -2%[46.1 µM] | 3% | 0% | -9% | -8% | 6% | 3% | -1.0%
Cc1ccccc1NC(=O)c1ccc2c(c1)OCCO2 | -8%[46.1 µM] | 8% | -4% | -6% | 5% | -5% | 8% | -1.0%
CCc1cccc(CC)c1NC(=O)COC(=O)/C(C#N)=C/c1ccc(OC)cc1 | 5% | 6% | 1% | -3% | 2% | -8% | -3% | 3.4%
COc1ccc2c(c1)CCc1sc(NC(=O)c3ccc(Br)cc3)nc1-2 | nt | nt | -1% | 2% | nt | 2% | ? | 0.6%
S=C(NCc1ccccc1)NCc1ccc2c(c1)OCO2 | 0% | 2% | -13% | 4% | -2% | -13% | -5% | 0.0%
O=C(Cn1cc(SCc2c(F)cccc2Cl)c2ccccc21)N1CCCCC1 | nt | nt | 0% | 0% | nt | -7% | -15% | 8.4%
COCCn1c(C)cc(C(=O)CSc2nc3ccccc3c(=O)n2C(C)COC)c1C (stereo not given) | -23% | -16% | -2% | 8% | 2% | 2% | -24% | 1.5%
Cc1ccc(CSc2ncc(Cl)c(C(=O)NCCc3ccc(S(N)(=O)=O)cc3)n2)cc1 | nt | nt | 1% | 2% | nt | 3% | -15% | -2.0%
CCC/C=C(\CCC)C(NC(=O)c1cccs1)c1ccc(C(F)(F)F)cc1 (stereo not given) | nt | 0% | -16% | -6% | -14% | -6% | -7% | 3.8%
O=C(c1ccccc1NS(=O)(=O)c1ccc(Br)s1)N1CCOCC1 | -7%[46.1 µM] | 4% | 0% | -14% | 5% | -1% | 0% | 0.0%
CCOCCc1nn2c(=O)cc(COC(=O)COc3ccccc3Cl)nc2s1 | nt | nt | -1% | -2% | nt | 11% | 11% | 0.0%
COc1ccc(C(=O)Nc2sc3c(c2C(=O)NCc2ccco2)CCCC3)cc1OC | -7%[46.1 µM] | 2% | -3% | -8% | -5% | -2% | -26% | 4.4%
CCCC(=O)Nc1ccc(N2CCOCC2)cc1 | 10%[46.1 µM] | 0% | -7% | 9% | 17% | 6% | 6% | 0.0%
CC(/C=N/NC(=O)c1ccc(CN2c3cccc4cccc(c34)S2(=O)=O)cc1)c1ccccc1 (stereo not given) | 0%[46.1 µM] | 2% | -3% | -2% | 0% | -6% | -20% | -0.9%
CCOC(=O)C1(CCc2ccccc2)CCN(C(=O)c2occc2C)CC1 | 52% | -1% | -5% | -2% | 9% | -2% | -12% | 4.5%

Arranged by SMILES length (descending): some entries from above
SMILES | NPSR antagonist | CBFb-RUNX1 inh | TR SRC2 fluor cs | TRb SRC2 PPI | aGal spleen mod | Tau FP inhib | Tau fluor cs | Epigenetic derep
O=C(NCCCN1CCOCC1)c1ccc(Sc2cccc(Cl)c2)c([N+](=O)[O-])c1 | 0% | -7% | -1% | -8% | 0% | ? | ? | 0.9%
COc1ccc(C(=O)Nc2sc3c(c2C(=O)NCc2ccco2)CCCC3)cc1OC | -7%[46.1 µM] | 2% | -3% | -8% | -5% | -2% | -26% | 4.4%
Fc1ccc(/C=C2\CCCC3=C2NC(=S)NC3c2ccc(F)cc2)cc1 (stereo not given) | -2% | -8% | 0% | -5% | -2% | ? | -16% | -0.9%
CC(C)CCNC(=O)c1ccc(NC(=O)N2CCCCc3ccccc32)cc1 | nt | nt | 6% | 4% | nt | -1% | -9% | 0.0%
CCOCCc1nn2c(=O)cc(COC(=O)COc3ccccc3Cl)nc2s1 | nt | nt | -1% | -2% | nt | 11% | 11% | 0.0%
CCOC(=O)C(=Cc1cc(=O)c(OC)co1)C(=O)OCC | ? | 11% | 0% | -8% | 1% | ? | 4% | 3.2%

A portion of the library (hit frequency here may not be typical).
